Screening data from PubChem.
CHT inh: inhibitors of human choline transporter CHT; B-score at 10 µM; CHT-expressing cells, membrane potential dye, choline response; stronger effect = lower value; Q9GZV3; AID 488975; actives 0.86% (n = 310,000);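 active means B-score over 3 SD under the library average, and starting fluorescence ratio not unusually high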;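 further: choline stimulus applied at its EC90 after an EC20 pre-addition; B-score computed on integrated fluorescence ratio after choline addition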
Target sequence (Q9GZV3 whole entry, looked up): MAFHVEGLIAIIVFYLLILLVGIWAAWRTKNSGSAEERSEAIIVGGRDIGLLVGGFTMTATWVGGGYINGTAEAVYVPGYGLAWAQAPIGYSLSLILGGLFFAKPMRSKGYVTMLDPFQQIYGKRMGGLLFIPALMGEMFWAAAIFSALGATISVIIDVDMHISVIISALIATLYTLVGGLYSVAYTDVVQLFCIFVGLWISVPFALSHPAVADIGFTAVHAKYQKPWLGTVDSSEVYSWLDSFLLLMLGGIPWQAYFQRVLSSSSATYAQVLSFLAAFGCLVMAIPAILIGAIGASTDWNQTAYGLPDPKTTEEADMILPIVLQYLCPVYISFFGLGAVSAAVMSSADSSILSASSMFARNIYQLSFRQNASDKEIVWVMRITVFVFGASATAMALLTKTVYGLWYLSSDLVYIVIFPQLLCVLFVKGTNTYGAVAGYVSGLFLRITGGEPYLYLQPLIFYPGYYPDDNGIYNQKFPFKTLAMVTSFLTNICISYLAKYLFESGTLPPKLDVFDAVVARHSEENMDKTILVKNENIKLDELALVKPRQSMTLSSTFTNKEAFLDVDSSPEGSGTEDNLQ
CHT allo act: allosterically activates the human high affinity choline transporter; Q9GZV3; CHT-expressing cells, membrane potential dye, choline EC20; stronger effect = higher value; LV-AA mutant CHT in HEK293 cells; B-score at 10 µM; actives 0.49% (n = 310,000); AID 488977;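 active means initial fluorescence not abnormally high and integrated response B-score, plate-corrected, over 3 SD above library mean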
The depositor's hits bear a star; i = inactive. Random draw from the library. Share with any hit: about 1.5%.

SMILES	CHT inh	CHT allo act
CC(C)OC(=O)CSc1nnc(Cc2ccccc2)n1Cc1ccco1	i	i
CN(CC(=O)Nc1ccc(Cl)c(C(F)(F)F)c1)C(=O)c1cccnc1Sc1ccccc1	i	i
CC1(C)CC(C(CC(=O)Nc2nccs2)c2ccccc2)CCO1 (stereo not given)	i	i
Cc1ccc2c(COC(=O)c3ccc(NC(=O)CC#N)cc3)cc(=O)oc2c1C	i	i
CCc1nc2oc3ccccc3c(=O)c2cc1C(=O)OC	i	i
COc1ccc(Cc2nnc(SCc3nc4ccccc4c(=O)[nH]3)n2C)cc1	i	i
CCCCCN1C(=O)Cn2c(nc3ccccc3c2=O)C1C (stereo not given)	i	i
COc1ccc(F)c(CN2CCCC(CO)(Cc3cccc(Cl)c3)C2)c1 (stereo not given)	i	i
Cc1cc(C(=O)N/N=C/c2cccc([N+](=O)[O-])c2O)n[nH]1	i	i
CCC(=O)NC(c1ccc(OC)cc1)c1c(O)ccc2ccccc12 (stereo not given)	i	i
COc1cc(C(=O)NCc2ncccc2C)ccc1OC1CCN(C(C)=O)CC1	i	i
Cc1ccc(SCC(=O)N(C)CC(=O)Nc2cccc(F)c2)c(C)c1	i	i
COc1ccc(C2(c3ccc(OC)cc3)NC(=O)N(CC(=O)Nc3ccc(OC)c(OC)c3)C2=O)cc1	i	i
O=C(NCc1ccc2c(c1)OCO2)C1CCN(S(=O)(=O)c2cccc3nsnc23)CC1	i	i
CC1(C)OC(=O)C(=C2CCCN2)C(=O)O1	i	i
Cc1cc(C(=O)N2CCCC(Nc3ccc(F)cc3)C2)n(C)n1 (stereo not given)	i	i
CCOC(=O)C1=C(C)NC(SCC(N)=O)=C(C#N)C1c1ccccc1 (stereo not given)	i	i
O=C(CCC(F)(F)F)N1CCC(CO)(CCc2ccccc2)CC1	i	i
CCN(CC(=O)NC1CCS(=O)(=O)C1)S(=O)(=O)c1cccc(C(C)=O)c1 (stereo not given)	i	i
CN1C(=S)SC(N(O)C(=O)Nc2ccccc2)C1(C)C (stereo not given)	i	i
O=C(CSc1nc(=O)n2ccccc2n1)N1CCCCCC1	i	i
O=C1CN(C(=O)C2CCCC2)CCN1	i	i
CCNC(=S)Nc1scc(-c2ccccc2)c1C(=O)OCC	i	i
COc1ccc(S(=O)(=O)NNC(=O)c2csc(-n3nc(C)cc3C(F)(F)F)n2)cc1	i	i
CCOc1ccc(NC(=O)NNC(=O)C(C)Oc2ccccc2OC)cc1 (stereo not given)	i	i

Laid out differently: entries from further up
smiles | CHT inh | CHT allo act
CCCCCN1C(=O)Cn2c(nc3ccccc3c2=O)C1C (stereo not given) | i | i
CC1(C)CC(C(CC(=O)Nc2nccs2)c2ccccc2)CCO1 (stereo not given) | i | i
CN(CC(=O)Nc1ccc(Cl)c(C(F)(F)F)c1)C(=O)c1cccnc1Sc1ccccc1 | i | i

Back to the main list, starting 2 compounds before the break.
SMILES	CHT inh	CHT allo act
COc1ccc(S(=O)(=O)NNC(=O)c2csc(-n3nc(C)cc3C(F)(F)F)n2)cc1	i	i
CCOc1ccc(NC(=O)NNC(=O)C(C)Oc2ccccc2OC)cc1 (stereo not given)	i	i
CC[C@@]12C(=O)N(c3ccc(C)cc3)C(=O)N1[C@H](c1cccc(C)c1)[C@@H]1C(=O)N(Cc3ccccc3)C(=O)[C@@H]12	i	i
C/C(=N\NC(=O)c1c[nH]c2ccccc12)c1ccc(C)o1	i	i
CCO[C@H]1OC(C(=O)Nc2ccccc2)=C[C@@H](c2ccc(C(F)(F)F)cc2)[C@@H]1CCCO	i	i
CSCCC1COC(c2cccs2)=N1 (stereo not given)	i	i
CCOC(=O)N1CCC(NC(=O)CN2C(=O)C(CC)Oc3ccc(C)cc32)CC1 (stereo not given)	i	i
COc1ccccc1NC(=O)Nc1ccccc1SC	i	i
Cc1ccc2oc(=O)c3cc(C(=O)NCCCN4CCN(C)CC4)sc3c2c1	i	i
O=C(CCC1CCCN(C(=O)C2(c3ccccc3)CC2)C1)N1CCN(c2ccccn2)CC1 (stereo not given)	i	i
COC(=O)c1ccccc1NC(=O)c1cc([N+](=O)[O-])nn1Cc1ccccc1	i	i
COc1ccc(NC(=O)CSc2nc3ccc(OC)cc3[nH]2)cc1	i	i
CCOC(=O)Cc1csc(/N=C/c2c(O)n(-c3ccc(C)c(C)c3)c(=O)c3ccccc23)n1	i	i
O=C(CCc1ccccc1)Nc1nn[nH]n1	i	i
CCSCc1nc(N)nc(NCCc2ccccc2)n1	i	i
COc1ccccc1Nc1nc(N)nc(CN2CCN(c3ccccc3)CC2)n1	i	i
COc1cc(OC)c(NS(=O)(=O)c2c(C(=O)N3CCCCC3)c(C)n(C)c2C)cc1Cl	i	i
Cc1noc(NS(=O)(=O)c2ccc(N3C(=O)c4ccccc4C3=O)cc2)c1C	i	i
CC(CN1CCOCC1)C(=O)O (stereo not given)	i	i
CC(=O)N1N=C(c2c(-c3ccccc3)c3cc(Br)ccc3[nH]c2=O)CC1c1ccco1 (stereo not given)	i	i
C=CCc1cc(C)ccc1OCCCC(C(=O)OCC)C(=O)OCC	i	i
CCCC(C)C(=O)Nc1ccc(Cl)cc1Cl (stereo not given)	i	i
O=C(CSc1oc(-c2ccco2)nc1S(=O)(=O)c1ccc(Cl)cc1)NCC1CCCO1 (stereo not given)	i	i
C[C@@H](O)C1NC(=O)[C@H](CCCCN)NC(=O)c2cc([N+](=O)[O-])cc(F)c2NCCCC[C@@H](C(N)=O)NC1=O (stereo not given in full)	i	i
Cc1ccc(S(=O)(=O)CCC(=O)Nc2nc(-c3cccnc3)cs2)cc1	i	i
CCC(C)NC(=O)C1CCN(S(=O)(=O)c2cc([N+](=O)[O-])ccc2Cl)CC1 (stereo not given)	i	i
CCOC(=O)C1=C(Nc2ccccc2)CC(C)(O)C(C(=O)OCC)C1c1ccc(Cl)cc1 (stereo not given)	i	i

3 records picked at random from the list so far, as already listed:
SMILES	CHT inh	CHT allo act
O=C(CCc1ccccc1)Nc1nn[nH]n1	i	i
CC(=O)N1N=C(c2c(-c3ccccc3)c3cc(Br)ccc3[nH]c2=O)CC1c1ccco1 (stereo not given)	i	i
Cc1ccc2oc(=O)c3cc(C(=O)NCCCN4CCN(C)CC4)sc3c2c1	i	i

Sorted by molar mass (falling): part of the list above
SMILES	CHT inh	CHT allo act
COc1cc(OC)c(NS(=O)(=O)c2c(C(=O)N3CCCCC3)c(C)n(C)c2C)cc1Cl	i	i
CCO[C@H]1OC(C(=O)Nc2ccccc2)=C[C@@H](c2ccc(C(F)(F)F)cc2)[C@@H]1CCCO	i	i
C/C(=N\NC(=O)c1c[nH]c2ccccc12)c1ccc(C)o1	i	i

Further structures.
SMILES	CHT inh	CHT allo act
CCCCCCCNC(=O)C1(CC2CC(c3cccc(Br)c3)=NO2)CCN(C(=O)C2CCCC2)CC1 (stereo not given)	i	i
CC(=O)Nc1ccc(S(=O)(=O)NCCC(=O)OCc2ccc([N+](=O)[O-])cc2)cc1	i	i
CN(C)CC(C)(C)CNC(=O)CC1C(=O)NCCN1Cc1ccc(-c2ccccc2)cc1 (stereo not given)	i	i
COc1ccc(N2CCN(C(=O)CCNC(=O)Cn3ccc4ccccc4c3=O)CC2)cc1	i	i
C/C(=N\NC(=O)C(O)c1ccccc1)c1ccc(Br)s1 (stereo not given)	i	i
Cc1ccc(-c2csc3nc(C)n(N)c(=O)c23)cc1	i	i
CC(OC(=O)CCCOc1ccccc1)C(=O)Nc1ccc(Cl)cn1 (stereo not given)	i	i
Cc1nc2ccccc2n1CC(=O)N/N=C/c1cccnc1	i	i
CCOc1ccccc1NC(=S)N(Cc1cc2ccc(C)cc2[nH]c1=O)CC1CCCN1CC (stereo not given)	i	i
COc1cc(/C=C/c2[nH]c(=O)[nH]c(=O)c2[N+](=O)[O-])ccc1OCCC(C)C	i	i
COc1cc(-c2nnc(SCC3(c4ccc(Br)cc4)OCCO3)o2)cc(OC)c1OC	i	i
Cc1[nH]nc(Sc2ccccn2)c1[N+](=O)[O-]	i	i
Cc1nnc(C)c2c(C)n(Cc3ccc4c(c3)OCO4)c(C)c12	i	8.1*
O=C(NC(=S)Nc1ccc(CN2CCOCC2)cc1)c1ccc2c(c1)OCCO2	i	i
CC(=O)C1=C(O)C(=O)N(c2ccc(Br)cc2)C1c1ccccc1[N+](=O)[O-] (stereo not given)	i	i
CCC1(CC)C(=O)N(C)C(=O)NC1=NCc1ccccc1	i	i
CCOC(=O)C1=C(C)C(c2ccc(OC)cc2)NC(=S)N1 (stereo not given)	i	i
O=C(/C=C/c1cn(-c2ccccc2)nc1-c1cccc(Cl)c1)N1CCN(c2ccccn2)CC1	i	i
COCc1nc(-c2cc(Br)ccc2OC)no1	i	i
O=[N+]([O-])c1ccc(C2CN=C(Nc3ccccc3)S2)cc1 (stereo not given)	i	i
COc1cc(S(=O)(=O)n2cnc(C)c2)ccc1Cl	i	i
O=C(Nc1cccnc1)c1ccc(Cl)c(S(=O)(=O)N2CCOCC2)c1	i	i
Cc1ccc(CCC(=O)Nc2ccccc2F)s1	i	i
O=S(=O)(c1ccc(Br)cc1)c1nc(-c2ccccc2)oc1N1CCOCC1	i	i
Cc1ccc(N2C(=O)CC(N3CCN(c4ccccn4)CC3)C2=O)cc1 (stereo not given)	i	i
Following part.
SMILES	CHT inh	CHT allo act
CCc1c(C)nc(SCC(=O)Nc2ccc3c(c2)OCCO3)[nH]c1=O	i	i
CCn1c(SCC(=O)N2CCN(c3ccccc3)CC2)nnc1-c1c[nH]c2ccccc12	i	i
CCn1ccnc1CNC(=O)CC1C(=O)NCCN1CC(c1ccccc1)c1ccccc1 (stereo not given)	i	i
CCOC(=O)N1CCN(C(=O)CN(c2ccc(OCC)cc2)S(C)(=O)=O)CC1	i	i
COc1ccc(CC(=O)NCC2COc3ccccc3O2)cc1 (stereo not given)	i	i
N#Cc1nc(-c2ccc(F)cc2)oc1NCCCn1ccnc1	i	i
O=C(COc1ccc(Cl)cc1)NCc1nnc(SCC(=O)N2CCCCCC2)o1	i	i
Cc1cc([N+](=O)[O-])c2c(c1C)C1C=CCC1C(c1ccccn1)N2 (stereo not given)	i	i
C=Cn1c(C(=O)O)cc(CC)c1-c1ccccc1	i	i
CC(C)C[C@@H]1NC(=O)[C@H](Cc2ccc(O)cc2)NC(=O)c2cc([N+](=O)[O-])cc(I)c2NCCC[C@@H](C(N)=O)NC1=O	i	i
O=C1CC2C(=O)NCCN2C(=NC(=O)c2ccccc2)N1 (stereo not given)	i	i
CC(NC(=O)Cn1nc(-c2ccccc2)ccc1=O)c1ccccc1 (stereo not given)	i	i
CC(CO)(CO)NCc1ccc(-c2ccccc2)cc1	i	i
Cn1cnnc1SCCNS(=O)(=O)c1ccccc1	i	i
Cc1cc(NC(=O)CO/N=C/c2ccc3c(c2)OCO3)ccc1Br	i	i
COCc1c(C#N)c(NCc2cc(OC)c(OC)c(OC)c2)nc(C)c1[N+](=O)[O-]	i	i
Cc1ccc(C(=O)Nc2cccc(C(=O)NC3CCCC3)c2)cc1	i	i
O=C(CCCC(=O)c1ccccc1)NCc1ccccc1	i	i
COc1cc(C(c2c(C)[nH][nH]c2=O)c2c(C)[nH][nH]c2=O)cc(Br)c1OC	i	i
O=C1c2ccccc2NC(c2ccc(O)cc2)N1Cc1ccco1 (stereo not given)	i	i
CCn1ncc(Br)c1C(=O)NC(C)c1ccccc1 (stereo not given)	-5.8*	i
O=C(O)c1cc([N+](=O)[O-])c(Nc2cccc3ccccc23)c([N+](=O)[O-])c1	i	i
CN(C(=O)CCc1nnc(CCCCc2ccccc2)o1)C1CC(C)(C)NC(C)(C)C1	i	i
CSc1ccc(CCNC(=O)c2nn(C)c3c2CS(=O)(=O)c2ccccc2-3)cc1	i	i
Cc1cc(=O)oc2c(C)c(OCC(=O)N3CC[C@@]4(O)CCCC[C@H]4C3)ccc12	i	i
The listing continues:
SMILES	CHT inh	CHT allo act
Cc1noc(C)c1S(=O)(=O)Nc1ccc(C(=O)O)cc1	i	i
CCOc1cc(C(=O)N2CCN(c3ccc(C(C)=O)cc3)CC2)cc(OCC)c1OCC	i	i
COc1ccc(NC(=O)C2CCN(C(=O)c3cccs3)CC2)cc1OC	i	i
Cc1cccc(N2CCN(c3nc4ccc(Cl)cc4n4cnnc34)CC2)c1C	i	i
CCN(CCCNC(=O)C1c2ccccc2C(=O)N(CCOC)C1c1ccc(F)cc1)Cc1ccccc1 (stereo not given)	i	i
CCC1=C(OC(=O)N(CC)CC)N2C(=O)OC(=NCCc3c[nH]c4ccccc34)[C@]2(Cc2ccccc2)[C@H]2C1=CC[C@H]1C(=O)NC(=O)[C@H]12	i	i
Cc1cc(NC(=O)COc2ccc3oc4ccccc4c3c2)no1	i	i
COc1ccc(S(=O)(=O)N(C)C)cc1NCC(=O)Nc1cccc(C#N)c1	i	i
CCCOc1ccc(N2C(=O)CC(NCCNc3ccc([N+](=O)[O-])cn3)C2=O)cc1 (stereo not given)	i	i
CSC1=NCCN1C(=O)c1c(-c2c(F)cccc2Cl)noc1C	i	i
Cc1ccnc(NS(=O)(=O)c2ccc(NC(=O)c3c(-c4ccccc4Cl)noc3C)cc2)n1	i	i
CCN(CC)S(=O)(=O)c1cccc(C(=O)N[C@H](C(=O)Nc2nc3ccccc3s2)C(C)C)c1	i	i
CCCC(=O)Nc1nc2ccc(OC)cc2s1	i	i
O=C(C1CCCN(CCCc2ccccc2)C1)N1CCCCC1 (stereo not given)	i	i
Cc1ccccc1NC(=O)c1cc(N)ccc1N1CCCCC1	i	i
COc1ccc2c(C(=O)c3ccc(C)cc3)n(CCCC(N)=O)[n+]([O-])c2c1	i	i
COc1ccc(NS(=O)(=O)c2ccc(NC(=S)NC(=O)c3cccnc3)cc2)nn1	i	i
CCN(C(=O)COC(=O)c1ccc(C)c(S(=O)(=O)N2CCOCC2)c1)C1CCS(=O)(=O)C1 (stereo not given)	i	i
